SW480 rerep = induces DNA re-replication in SW480 colon adenocarcinoma cells; Potency, µM (highest dose often 46.1 µM), without a hit: at the top dose re-replication activation, most hits filed as activators; SW480 DNA re-replication, Hoechst DNA content imaging, 48 h; 1.8% of 340,000 active; further: potency means the concentration at half of the fitted maximal effect; % of control where 0% means no effect; nearly all actives have a fitted effect of over 55% in size
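Per well, 250 cells were exposed to pinned compound for 48 hr. Nuclear DNA was visualised with Hoechst (40 min, 37 C) and total object intensity recorded by fluorescence scanning.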
HT1080 IDH1KD tx = toxicity to HT-1080 IDH1 knockdown cells (counter line) | HT-1080 IDH1 knockdown viability, ATP luminescence, 48 h | Potency, µM (titrated, usually from 46.1 µM), for the others: at the highest dose activity, negative = toxicity, hits mostly cytotoxic | 2% of 360,000 active | AID 686971;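 further: potency means the concentration at half of the fitted maximal effect; 0% = DMSO wells and -100% = cell-free medium wells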
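Knockdown cells (IDH1KD HT-1080) received compounds 2 h after plating at 750 cells/well and were kept 48 h at 37 °C in 5% FBS RPMI. A CellTiter-Glo luminescence read gave % activity for curve fitting.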
S2 tox = viability counter-screen for ATXN expression inhibitors. Potency, µM (titrated, usually from 56.7 µM), hits mostly cytotoxic. 0.49% of 400,000 active. S2 cells (HEK-293 line with an ATXN2-luciferase reporter) viability, CellTiter-Fluor protease fluorescence, 24 h; further: potency means the concentration at half of the fitted maximal effect; nearly all actives have a fitted effect of over 40% in size
HepG2 tox = counter-screen for TGF-b inhibitors: cytotoxicity in HepG2 cells; 0.76% of 410,000 active; Potency, µM (series often up to 46.1 µM), without a hit: at the highest dose activity change, negative = cytotoxicity, hits mostly cytotoxic; HepG2 CAGA-GFP viability, ATP luminescence, 18 h; AID 588856; further: potency means the concentration at half of the fitted maximal effect; some results filed as inactive show a strong effect at the top dose
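HepG2 CAGA-GFP cells (1000/well, DMEM with 1% FBS) received compound, then TGF-beta at 500 pg/mL final, and were incubated 18 hours at 37 degrees C. Viability was read by CellTiter-Glo luminescence. Media-only wells were set as complete cell-killing and DMSO as no toxicity.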
KB-3-1 cytotox = kills parental KB-3-1 adenocarcinoma cells | KB-3-1 viability, CellTiter-Glo ATP luminescence, 72 h | Potency, µM (top dose mostly 46.1 µM), for the others: top-dose activity change, negative = cytotoxic, usual class: cytotoxic | 1.4% of 400,000 active | AID 1347075; further: potency means the concentration at half of the fitted maximal effect; on the % scale 0 is the no-effect control and ±100 the full control effect; nearly all actives have a fitted effect of over 60% in size
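Cytotoxicity measured as CellTiter-Glo luminescence after 72 h at 37 C. Compound titrations were pinned onto drug-naive KB-3-1 parental adenocarcinoma cells grown in DMEM with 10% FBS, and normalized data fitted to concentration-response curves.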
ATXN2 expr inh = ATXN2 expression inhibition; HEK-293 ATXN2-luciferase reporter, luminescence, 24 h; Potency, µM (titrated, usually from 57 µM), inactives show at the highest dose activity change, negative = inhibition, hits mostly inhibitors; 0.72% of 360,000 active; further: potency means the concentration at half of the fitted maximal effect; on the % scale 0 is the no-effect control and ±100 the full control effect; nearly all actives have a fitted effect of over 55% in size
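qHTS (up to 57 uM final) was run with 24 h compound exposure of reporter cells at 37 °C. Each well was multiplexed: SteadyGlo luminescence measured ATXN2-luciferase expression after a fluorogenic Gly-Phe-AFC viability readout (25 uM final).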
IL1B secr inh = inflammasome signaling inhibition, IL-1 beta readout. THP-1 LPS/ATP IL-1B secretion, AlphaLISA, 16 h; stronger effect = lower value. activity change, % at 57.5 µM. 4.7% of 360,000 active. AID 743279; in the data active means activity change below about -50%; inconclusive means mostly about -30% to -49%; further: on the % scale 0 is the no-effect control and ±100 the full control effect
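Secreted IL-1B measured by AlphaLISA bead assay after 16 h compound exposure of THP-1 cells; compounds (final up to 57.5 uM) added 1 h before LPS (250 ng/mL) and ATP (1.25 mM) stimulation; lower signal means less secretion.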
HT1080-NT tox = kills 2HG-producing HT-1080-NT fibrosarcoma cells; Potency, µM (top dose mostly 46.1 µM), inactives show at the highest dose activity, negative = less viability, most hits filed as cytotoxic; HT-1080-NT fibrosarcoma viability, CellTiter-Glo ATP luminescence, 48 h; 1.6% of 360,000 active;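 further: NT is the 2HG producing partner of a matched IDH1 knockdown line; potency means the concentration at half of the fitted maximal effect; 0% = DMSO-treated cells and -100% = media-only wells without cells; nearly all actives have a fitted effect of over 55% in size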
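A 48-hour cytotoxicity screen used HT-1080-NT cells plated 2 hours before compound delivery. ATP-based CellTiter-Glo luminescence measured viability, normalized to DMSO and no-cell controls.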
MCF10A rereplic = induces DNA re-replication in MCF 10a normal breast cells. Potency, µM (highest dose often 46.1 µM), without a hit: top-dose activity, positive = re-replication, usual class: activators. MCF 10A DNA re-replication, Hoechst nuclear intensity, 48 h. 2.9% of 350,000 active; further: potency means the concentration at half of the fitted maximal effect; % of control where 0% means no effect; nearly all actives have a fitted effect of over 50% in size
An asterisk follows results filed as active; [ ] = remark or other dose. Unless noted, the call rests on the fitted dose curve; in most records, active means well fitted curve in the direction sought with a large enough effect; inconclusive means small, poorly fitted or top-dose-only effect, or another doubt; inactive means no such curve, though single readings can be large; an effect the other way counts as inactive or inconclusive. An unsorted share of the library; overall some 8.9% were active at least once.

Results for Cc1cccc(/C=N/NC(=O)c2cc(C)nc3ccccc23)n1 ?
SW480 rerep: -5%; HT1080 IDH1KD tx: 0%; S2 tox: inactive; HepG2 tox: -1%; KB-3-1 cytotox: 2%; IL1B secr inh: -10; HT1080-NT tox: 15%; MCF10A rereplic: 0%

How did CCCCCCCCC/C(=N\O)c1ccccn1 do in these assays?
SW480 rerep: inconclusive; HT1080 IDH1KD tx: inconclusive; S2 tox: inconclusive; HepG2 tox: -47%; KB-3-1 cytotox: inconclusive; ATXN2 expr inh: inconclusive; IL1B secr inh: 61; HT1080-NT tox: -29%; MCF10A rereplic: 15µM*

What do the screens show for `COc1ccc(CCNC(=O)Cn2nc(C(=O)O)c3ccccc3c2=O)cc1OC`?
SW480 rerep: -22%; HT1080 IDH1KD tx: 3%; S2 tox: inactive; HepG2 tox: 34%; KB-3-1 cytotox: -1%; IL1B secr inh: -5; HT1080-NT tox: 3%; MCF10A rereplic: 0%

How did Cc1nc([N+](=O)[O-])c(C(=O)OCc2ccccc2C#N)n1C do in these assays?
SW480 rerep: 1%; HT1080 IDH1KD tx: 1%; S2 tox: inactive; HepG2 tox: 3%; KB-3-1 cytotox: -2%; ATXN2 expr inh: 1%; IL1B secr inh: -6; HT1080-NT tox: 0%; MCF10A rereplic: 9%

Results for CC1(C)ON(C2CCCCC2)[C@H]2c3nc4ccccc4n3C[C@H]21 ?
SW480 rerep: 3%; HT1080 IDH1KD tx: 18%; S2 tox: inactive; HepG2 tox: 1%; KB-3-1 cytotox: 27%; ATXN2 expr inh: 11%; IL1B secr inh: -2; HT1080-NT tox: 20%; MCF10A rereplic: 7%

Results for Cc1noc(NS(=O)(=O)c2ccc(NC(=O)/C=C/c3ccc(Br)cc3)cc2)c1C ?
SW480 rerep: inconclusive; HT1080 IDH1KD tx: -3%; S2 tox: inactive; HepG2 tox: 49%; KB-3-1 cytotox: -10%; ATXN2 expr inh: -8%; IL1B secr inh: inactive; HT1080-NT tox: -5%; MCF10A rereplic: inconclusive

What do the screens show for `Cc1noc(C)c1CSc1nnc(-c2ccncc2)n1-c1cccc(Cl)c1C`?
SW480 rerep: -1%; HT1080 IDH1KD tx: -6%; S2 tox: inactive; HepG2 tox: -17%; KB-3-1 cytotox: -11%; ATXN2 expr inh: 7%; IL1B secr inh: 1; HT1080-NT tox: -10%; MCF10A rereplic: -3%

Results for COc1ccc(S(=O)(=O)Nc2ccccc2C(=O)N2CCOCC2)cc1Cl ?
SW480 rerep: -9%; HT1080 IDH1KD tx: -2%; S2 tox: inactive; HepG2 tox: 5%; KB-3-1 cytotox: -5%; ATXN2 expr inh: 9%; IL1B secr inh: 26; HT1080-NT tox: 5%; MCF10A rereplic: 0%

How did Cc1ccc(C(=O)Nc2ccc3c(c2)OCCO3)cc1S(=O)(=O)N1CCOCC1 do in these assays?
SW480 rerep: inconclusive; HT1080 IDH1KD tx: -22%; S2 tox: inactive; HepG2 tox: -19%; KB-3-1 cytotox: 0%; ATXN2 expr inh: -10%; IL1B secr inh: -11; HT1080-NT tox: -3%; MCF10A rereplic: 8%

Results for CC(=O)c1c(C)nc2ccc(C)cc2c1-c1ccccc1 ?
SW480 rerep: 0%; HT1080 IDH1KD tx: 0%; S2 tox: inactive; HepG2 tox: 0%; KB-3-1 cytotox: 0%; ATXN2 expr inh: -13%; IL1B secr inh: 11; HT1080-NT tox: -5%; MCF10A rereplic: -3%

What do the screens show for `Cc1cc(NC(=O)CS(=O)(=O)c2cn(Cc3cccc(Br)c3)c3ccccc23)no1`?
HT1080 IDH1KD tx: 21µM*; S2 tox: inconclusive; HepG2 tox: -10%; KB-3-1 cytotox: 0%; ATXN2 expr inh: inconclusive; IL1B secr inh: -54*; HT1080-NT tox: inconclusive

What do the screens show for `Cc1cccc(C)c1NC(=O)c1cnn(-c2ccccc2)c1C`?
SW480 rerep: -6%; HT1080 IDH1KD tx: 8%; S2 tox: inactive; HepG2 tox: 22%; KB-3-1 cytotox: 6%; ATXN2 expr inh: -10%; IL1B secr inh: -62*; HT1080-NT tox: 20%; MCF10A rereplic: 10%

Results for CCOc1ccccc1NC(=O)Cn1c(=O)n(CCC(C)C)c(=O)c2cccnc21 ?
S2 tox: inactive; HepG2 tox: 0%; KB-3-1 cytotox: 3%; ATXN2 expr inh: -13%

How did C=CCc1c(C)nc(-c2ccccc2)nc1Nc1ccc(O)cc1 do in these assays?
SW480 rerep: 30%; HT1080 IDH1KD tx: inconclusive; S2 tox: inconclusive; HepG2 tox: -24%; KB-3-1 cytotox: 21µM*; ATXN2 expr inh: inconclusive; IL1B secr inh: -97*; HT1080-NT tox: inconclusive; MCF10A rereplic: inconclusive

How did Cn1c(SCC(=O)Nc2nccs2)nnc1-c1cccnc1 do in these assays?
SW480 rerep: inconclusive; HT1080 IDH1KD tx: -2%; S2 tox: inactive; HepG2 tox: -2%; KB-3-1 cytotox: -17%; ATXN2 expr inh: -1%; IL1B secr inh: 14; HT1080-NT tox: 0%[9.24 µM]; MCF10A rereplic: -2%

Retrieved by compound from the list above (2):
Results for Cc1cccc(/C=N/NC(=O)c2cc(C)nc3ccccc23)n1 ?
SW480 rerep: -5%; HT1080 IDH1KD tx: 0%; S2 tox: inactive; HepG2 tox: -1%; KB-3-1 cytotox: 2%; IL1B secr inh: -10; HT1080-NT tox: 15%; MCF10A rereplic: 0%

What do the screens show for `COc1ccc(CCNC(=O)Cn2nc(C(=O)O)c3ccccc3c2=O)cc1OC`?
SW480 rerep: -22%; HT1080 IDH1KD tx: 3%; S2 tox: inactive; HepG2 tox: 34%; KB-3-1 cytotox: -1%; IL1B secr inh: -5; HT1080-NT tox: 3%; MCF10A rereplic: 0%

Carrying on:
What do the screens show for `CC(C)NC(=O)c1onc(CSc2ccccn2)c1C(=O)NC(C)C`?
SW480 rerep: -2%; HT1080 IDH1KD tx: 0%; S2 tox: inactive; HepG2 tox: -7%; KB-3-1 cytotox: 1%; ATXN2 expr inh: 8%; IL1B secr inh: 15; HT1080-NT tox: 1%; MCF10A rereplic: 20%

What do the screens show for `CCCCCCCOc1ccc(-c2ccc(C#N)cn2)cc1`?
SW480 rerep: 9%; HT1080 IDH1KD tx: 23%; S2 tox: inactive; HepG2 tox: 20%; KB-3-1 cytotox: 0%; ATXN2 expr inh: -27%; IL1B secr inh: 19; HT1080-NT tox: 26%; MCF10A rereplic: 2%

What do the screens show for `CCOc1ccc(C(=O)Nc2ccc(-c3nnc4n3CCCCC4)cc2)cc1OCC`?
S2 tox: inactive; HepG2 tox: -1%; KB-3-1 cytotox: -11%; ATXN2 expr inh: -1%

Results for COC(=O)c1cc(-c2cccs2)nc2ccccc12 ?
SW480 rerep: 6%; HT1080 IDH1KD tx: -2%; S2 tox: inactive; HepG2 tox: -2%; KB-3-1 cytotox: 0%; ATXN2 expr inh: -19%; IL1B secr inh: 6; HT1080-NT tox: -1%; MCF10A rereplic: -2%

What do the screens show for `COc1ccc(-c2cn3c(C)c(C(=O)NC(C)(C)C)sc3n2)cc1`?
SW480 rerep: -12%; HT1080 IDH1KD tx: -10%; S2 tox: inconclusive; HepG2 tox: -23%; KB-3-1 cytotox: -4%; ATXN2 expr inh: 6%; IL1B secr inh: 36; HT1080-NT tox: 2%; MCF10A rereplic: -1%

Results for O=C(N/N=C/c1ccncc1)c1cc2c(ccc3ccccc32)o1 ?
SW480 rerep: -2%; HT1080 IDH1KD tx: 6%; S2 tox: inconclusive; HepG2 tox: -40%; KB-3-1 cytotox: 18%; ATXN2 expr inh: 0%; IL1B secr inh: -3; HT1080-NT tox: -2%; MCF10A rereplic: -7%

What do the screens show for `COc1cc(C(=O)Nc2ccccc2OCc2cc(=O)n3cc(C)sc3n2)cc(OC)c1OC`?
S2 tox: inactive; HepG2 tox: 8%; KB-3-1 cytotox: 15%; ATXN2 expr inh: 1%

What do the screens show for `COC(=O)c1cccc(N2C(=O)C[C@](Sc3ccc(C)cc3)(C(=O)OC)[C@H]2c2ccccc2)c1`?
HT1080 IDH1KD tx: inconclusive; S2 tox: inconclusive; KB-3-1 cytotox: 1%; ATXN2 expr inh: inconclusive; IL1B secr inh: 7; HT1080-NT tox: inconclusive

How did COC(=O)c1sccc1NC(=O)CN(C)NS(=O)(=O)c1ccc(F)cc1 do in these assays?
SW480 rerep: 13µM*; HT1080 IDH1KD tx: -27%; S2 tox: inactive; HepG2 tox: -20%; KB-3-1 cytotox: -21%; ATXN2 expr inh: 3%; IL1B secr inh: -11; HT1080-NT tox: inconclusive; MCF10A rereplic: inconclusive

What do the screens show for `O=C(COC(=O)C12CC3CC(CC(C3)C1)C2)Nc1ccc2[nH]c(=O)[nH]c2c1`?
SW480 rerep: 0%; HT1080 IDH1KD tx: -6%; S2 tox: inactive; HepG2 tox: 1%; KB-3-1 cytotox: -5%; ATXN2 expr inh: -2%; IL1B secr inh: 8; HT1080-NT tox: 18%; MCF10A rereplic: 3%

What do the screens show for `CCOc1cc(-c2cc(C(=O)O)c3c(-c4ccccc4)[nH]nc3n2)ccc1O`?
S2 tox: inactive; HepG2 tox: 4%; KB-3-1 cytotox: 7%; ATXN2 expr inh: 32%

What do the screens show for `O=C(Nc1ccc2nc(C3CC3)n(Cc3ccc(F)cc3)c(=O)c2c1)c1ccco1`?
SW480 rerep: -8%[9.22 µM]; HT1080 IDH1KD tx: -18%; S2 tox: inactive; HepG2 tox: 7%; KB-3-1 cytotox: -22%; ATXN2 expr inh: 6%; IL1B secr inh: -51*; HT1080-NT tox: -13%; MCF10A rereplic: inconclusive
